From PubChem BioAssay
PAFAH1B2 inh = PAFAH1B2 (human) inhibition; P68402; recombinant PAFAH1B2, FP-rhodamine activity probe, fluorescence polarization; inhibition, % at 3.39 µM; 340,000 tested, 1.2% active;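 active = inhibition above the mean of all tested compounds plus 3 SD, cut at about 24% in these data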;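 note: 0% = enzyme with DMSO and 100% = wells lacking PAFAH1B2; many of its hits are not listed in these tables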
PAFAH1B3 FP inh = blocks human PAF acetylhydrolase 1B catalytic subunit 3 | inhibition, % at 3.39 µM | Q15102 | recombinant PAFAH1B3, FP-rhodamine probe, fluorescence polarization | 340,000 tested, 0.28% active;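 active = inhibition above the screen-wide average of all tested compounds plus 3 SD, cut at about 25% in these data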;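 note: 0% = enzyme with DMSO only and 100% = wells lacking PAFAH1B3 protein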
Target sequence (Q15102 whole entry, looked up): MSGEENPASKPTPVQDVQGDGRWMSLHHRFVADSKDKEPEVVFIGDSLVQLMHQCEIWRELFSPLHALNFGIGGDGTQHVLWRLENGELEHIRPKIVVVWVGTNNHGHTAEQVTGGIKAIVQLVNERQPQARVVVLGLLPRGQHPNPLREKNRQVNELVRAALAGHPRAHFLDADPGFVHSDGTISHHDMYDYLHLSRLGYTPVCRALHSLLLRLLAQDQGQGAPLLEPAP
PAFAH2 inh = PAFAH2 (human) inhibition; Q99487; recombinant PAFAH2, FP-rhodamine activity probe, fluorescence polarization; inhibition, % at 3.39 µM; 340,000 tested, 0.99% active;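 active = inhibition above the mean over all tested compounds plus 3 SD, cut at about 30% in these data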;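 note: inhibitors block probe labeling of enzyme so polarization drops; 0% = enzyme with DMSO and 100% = wells lacking PAFAH2 protein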
PREPL inh = inhibits the human prolyl oligopeptidase-like enzyme; AID 2751; inhibition, % at 5.96 µM; recombinant PREPL, fluorescence polarization activity-based probe; 320,000 tested, 0.68% active; in the data active = inhibition above about 43%;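 note: 0% = enzyme with DMSO and 100% = wells lacking enzyme; many of its hits are not listed in these tables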
Target sequence (Q4J6C6 whole entry, looked up): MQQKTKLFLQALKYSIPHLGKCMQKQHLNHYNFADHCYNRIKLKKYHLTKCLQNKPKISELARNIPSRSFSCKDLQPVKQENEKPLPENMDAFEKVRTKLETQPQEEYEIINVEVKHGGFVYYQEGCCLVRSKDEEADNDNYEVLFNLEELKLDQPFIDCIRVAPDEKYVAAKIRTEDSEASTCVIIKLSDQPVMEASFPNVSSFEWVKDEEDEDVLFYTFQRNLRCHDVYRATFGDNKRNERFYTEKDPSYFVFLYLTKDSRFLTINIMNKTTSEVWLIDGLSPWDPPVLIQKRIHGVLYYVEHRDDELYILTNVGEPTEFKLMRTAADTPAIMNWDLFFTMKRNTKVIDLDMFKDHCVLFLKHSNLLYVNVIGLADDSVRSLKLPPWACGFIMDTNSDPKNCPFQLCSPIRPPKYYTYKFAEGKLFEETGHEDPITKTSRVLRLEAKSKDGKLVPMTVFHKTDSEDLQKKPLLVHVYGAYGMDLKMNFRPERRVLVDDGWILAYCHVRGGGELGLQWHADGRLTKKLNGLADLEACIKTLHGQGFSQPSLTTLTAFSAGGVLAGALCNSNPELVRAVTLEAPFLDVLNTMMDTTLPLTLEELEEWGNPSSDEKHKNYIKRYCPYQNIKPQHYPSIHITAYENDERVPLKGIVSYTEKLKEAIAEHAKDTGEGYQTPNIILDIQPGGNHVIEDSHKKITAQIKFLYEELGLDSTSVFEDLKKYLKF
pPAFAH FP inh = pPAFAH (human) enzyme inhibition. Q13093. recombinant pPAFAH, FP-rhodamine probe fluorescence polarization. inhibition, % at 3.39 µM. 330,000 tested, 1.5% active. AID 463082;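 active = inhibition above the mean inhibition across the screen plus 3 SD, cut at about 25% in these data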;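 note: inhibitors block binding of the rhodamine activity-based probe so polarization drops; 0% = enzyme with DMSO and 100% = wells lacking pPAFAH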
GSTO1 counter = GSTO1 inhibition, counter-screen for RBBP9 inhibitors. 300,000 tested, 1.1% active. inhibition, % at 5.96 µM. recombinant GSTO1, activity-based probe fluorescence polarization. P78417;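 active = inhibition above the campaign mean inhibition plus 3 SD, cut at about 35% in these data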;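 note: 0% = GSTO1-1 with DMSO and 100% = wells lacking GSTO1-1 enzyme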
PAD4 FP inh = PAD4 (human) enzyme inhibition; AID 485272; Q9UM07; inhibition, % at 6.36 µM; recombinant PAD4, RCA probe fluorescence polarization; 330,000 tested, 0.41% active;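 active = percent inhibition above a cutoff equal to the mean of all tested compounds plus 3 SD, cut at about 15% in these data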;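 note: 0% = PAD4 with RCA probe and DMSO and 100% = probe without PAD4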
LYPLA2 inh = LYPLA2 (human) inhibition in PME1 counter-screen. O95372. recombinant LYPLA2, FP-Rh probe fluorescence polarization. inhibition, % at 5.9 µM. 320,000 tested, 0.38% active;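 active = inhibition above the screen-wide mean plus 3 SD, limit set per campaign, cut at about 26% in these data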;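 note: 0% = LYPLA2 with DMSO and 100% = wells lacking LYPLA2 enzyme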
LYPLA1 counter = counter-screen for PME1 inhibitors: inhibitors of human LYPLA1 | O75608 | recombinant LYPLA1, FP-Rh probe fluorescence polarization | inhibition, % at 5.9 µM | 320,000 tested, 0.16% active | AID 2174;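 active = inhibition above the mean of all tested compounds plus 3 SD, set per campaign, cut at about 14% in these data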;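 note: inhibitors block serine hydrolase probe labeling of LYPLA1 so polarization falls; 0% = enzyme with DMSO and 100% = wells lacking LYPLA1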
An asterisk follows results filed as active; / = not tested or not shown. This is a subset; count on the stated rates, not on these rows.

smiles	PAFAH1B2 inh	PAFAH1B3 FP inh	PAFAH2 inh	PREPL inh	pPAFAH FP inh	GSTO1 counter	PAD4 FP inh	LYPLA2 inh	LYPLA1 counter
COCc1cc(=O)[nH]c(SCC(=O)Nc2ccccc2)n1	1	7	5	4	4	3	-4	8	3
COc1ccc(Br)cc1C(C[N+](=O)[O-])c1c(N)n(C)c(=O)n(C)c1=O (centres undefined)	-3	0	4	0	1	3	0	-2	-1
CCN1CCN(CCNC(=O)c2ccc(CS(=O)(=O)c3ccccc3C)o2)CC1	5	-4	2	-19	4	10	-2	8	3
Cc1onc(-c2c(Cl)cccc2Cl)c1C(=O)N=C(N)N1CC(C)OC(C)C1 (centres undefined)	6	6	4	-1	1	7	2	-7	4
CCc1nnc(NC(=O)C2CCCN(c3nc(C)cc(C)n3)C2)s1 (centres undefined)	0	11	-6	10	5	-7	1	4	1
Cc1ccc(C(=O)Nc2ccncc2)o1	5	11	-2	1	1	6	-3	0	-3
O=C(Nc1cccc(C(=O)Nc2cccc(Br)c2)c1)c1ccccc1	1	-5	-14	-8	-5	-4	-2	-23	-19
C/C(CC(=O)Nc1ccc(C)c(Cl)c1)=N\NC(=O)Cc1cnc(N)s1	8	-2	4	-14	0	1	-7	-2	-2
COc1ccccc1NC(=O)C1C2C=CC(C2)C1C(=O)NCc1cccnc1 (centres undefined)	3	0	-5	4	1	5	-1	-1	-1
COc1cc(C(=O)N/C(=C\c2cn(C)c3ccccc23)C(=O)NCCCn2ccnc2)cc(OC)c1OC	4	6	9	8	5	0	4	11	2
Cc1csc(NC(=O)C2CC(=O)N(c3ccc(C)c(C)c3)C2)n1 (centres undefined)	1	7	6	3	4	-1	4	-1	-1
Cc1csc(CNc2ncnc3ccc(-c4ccc5c(c4)OCO5)cc23)c1	-2	15	-9	30	5	/	11	/	/
Cc1ccc(CNC(=S)N2CCOCC2)cc1	5	5	3	0	2	-5	-1	-2	-2
CC(=O)NC(Cc1ccc(C)cc1)C(=O)NC1CCN(C(=O)c2cnccn2)CC1 (centres undefined)	4	1	4	4	4	-2	-3	0	-2
CC(O)(C#CCN1CCCCC1)c1ccccc1 (centres undefined)	-6	1	7	7	2	8	3	0	-1
CCC(Sc1nc2cc(OC)c(OC)cc2c(=O)n1CCc1ccc(OC)c(OC)c1)C(=O)NCCOC (centres undefined)	-2	0	1	3	6	-9	-1	-6	-4
O=C(C1CCCC1)N1CCN(S(=O)(=O)c2cccc(Cl)c2Cl)CC1	-1	5	3	6	4	34	3	0	-2
Cc1ccc(C(=O)N2CCN(C(=O)C3CCCO3)CC2)cc1 (centres undefined)	3	5	7	0	3	/	1	-1	0
O=C(COC(=O)/C=C/c1cc(Br)ccc1F)Nc1ccc2[nH]c(=O)[nH]c2c1	2	-1	-5	15	13	-4	-3	-11	-9
Cc1ccc(SCC(=O)Nc2ccc(N3CCOCC3)cc2)c(C)c1	6	-2	2	15	5	12	2	8	9
CC(=O)NCCn1c(SCC#N)nc2ccccc2c1=O	1	-3	7	3	-2	2	-3	5	-1
CCn1ncc(CN2CCC(Oc3ccc(C(=O)N4CCCC4)cc3)CC2)c1C	6	10	-4	5	7	3	3	-2	2
Cc1cccc(OCc2nc(-c3ccc(-n4cccc4)cc3)no2)c1	-4	3	-2	-6	0	0	-3	1	-1
CC(=O)Nc1ccc(S(=O)(=O)Nc2ccccc2C(=O)N2CCCCC2)cc1	2	6	-13	9	-3	-4	-1	-1	-1
CC(C)c1ccc(CNc2nc3nc4c(c(=O)n3[nH]2)CCC4)cc1	6	-1	10	-3	6	5	-1	2	0
Cc1cccc2sc(NS(C)(=O)=O)nc12	2	6	-4	3	4	2	1	2	-3
CC(=O)Nc1cc(NC(=O)C2C3C=CC(C3)C2C(=O)O)ccc1Cl (centres undefined)	3	2	-3	12	3	-8	3	5	0
CC(SCc1ccccc1)C(=O)Nc1ccccc1Br (centres undefined)	-7	8	2	6	-2	-2	-4	1	-2
CC(/C=N\Nc1nnc2c(n1)[nH]c1c(C)cccc12)=C\c1ccco1	3	10	3	15	7	8	4	-1	-1
C/C(=N\Nc1ccc(Cl)c(C(=O)O)c1)c1ccccn1	3	4	8	-8	7	-6	-4	-3	-2
Cc1ccc(NC(=O)c2ccc3ccccc3n2)nc1	1	11	-2	7	-5	3	0	-1	-1
CCOC(=O)N1CCc2c(sc(NC(=O)CN3CCOCC3)c2C(=O)Nc2ccccc2)C1	-2	-3	-5	18	0	4	-4	-6	0
CC1CC(C(F)(F)C(F)(F)F)n2nc(C(=O)O)cc2N1 (centres undefined)	9	9	3	-4	4	6	-4	1	-2
COc1cc(C(=O)OCC(=O)NC2CCS(=O)(=O)C2)c([N+](=O)[O-])cc1OC (centres undefined)	0	5	-55	6	3	1	1	12	5
CC1CC(C)CN(S(=O)(=O)c2ccc(NN)nc2)C1 (centres undefined)	21	4	1	3	4	0	-2	2	2
Cc1nonc1NC(=O)OC1CCCCC1	3	9	-1	12	3	3	3	5	2
C/C(=N\Nc1ccccc1C)c1cccnc1	9	2	0	-1	4	3	8	-5	0
Cc1ccc(CNc2ccc(Cl)cc2[N+](=O)[O-])cc1	2	2	-3	13	5	4	-2	6	-1
CCOc1cc(N2CCOCC2)c(OCC)cc1NC(=O)COC(=O)c1cc(C)cc(C)c1	-4	-9	0	16	5	17	1	-1	6
Cc1ccc(-c2nnc(N3CCN(C(=O)CN4CCOCC4)CC3)c3ccccc23)cc1	2	9	0	5	2	-2	1	12	-3
COc1ccc(-n2c(Cc3cc(=O)[nH]c(=O)[nH]3)nnc2SCC(=O)Nc2ccccc2)cc1	-1	-1	3	12	7	2	1	1	2
O=C(N/N=C/c1ccc(O)cc1)c1cc[n+](Cc2ccccc2)cc1	6	0	-2	6	2	5	-1	1	-3
Cc1oc(C(C)(C)C)cc1C(=O)N1CCN(c2ncccc2C(F)(F)F)CC1	-6	4	3	2	5	17	5	4	2
CCn1c(=N)n(CC(=O)OC)c2ccccc21	2	3	-8	4	2	14	0	2	0
Cc1ccc(/C=N/NC(=O)CSc2nc3ccccc3n2Cc2ccccc2)o1	-2	3	-2	-10	6	-3	0	1	-3
Cc1cccc(NC(=O)COC(=O)c2ccccc2-c2nc3ccccc3s2)c1C	-3	2	-6	-22	0	5	-1	-4	-5
CCCCn1c(N)c(N(CCC(C)C)C(=O)c2cc(-c3ccco3)nc3ccccc23)c(=O)[nH]c1=O	-3	3	8	7	15	4	-5	4	-2
COc1ccc2nc(C)cc(SCC(=O)OC(C)C)c2c1	-2	8	-7	-2	2	-13	0	2	-3
COc1ccc2c(c1)CCc1c(C(=O)NCc3ccco3)noc1-2	3	10	6	3	4	3	-5	3	-1
CC1CCCCN1C(=O)c1ccc(CS(=O)(=O)Cc2ccccc2)cc1 (centres undefined)	1	12	9	6	12	-1	2	-2	-1
C[C@@H]1CN([C@H](C)CO)C(=O)c2cc(NC(=O)Nc3ccc(F)cc3)ccc2O[C@H]1CN(C)C(=O)Nc1ccc(C(F)(F)F)cc1	-8	-10	-27	23	-2	/	-2	/	/
CN(C)CCCNC(=O)/C(=C\C=C\c1ccccc1)NC(=O)c1ccc([N+](=O)[O-])cc1	0	10	-2	-44	2	-3	3	3	-5
CN(C)c1ccc(C(=O)OCC(=O)NCCC2=CCCCC2)cc1	1	-1	80*	3	38*	6	-2	4	1
Cc1ccccc1Oc1ccc(-c2nc(N)nc(N)n2)cc1	1	-1	3	-1	39*	0	-1	-1	-3
COc1ccc(OC)c(NC(=O)c2ccc(CN3CCOCC3)cc2)c1	5	6	12	6	2	3	1	6	0
COc1ccc(NC(=O)C2CCN(C(=O)[C@@H]3Cc4ccccc4CN3C(=O)OC(C)(C)C)CC2)cc1	-3	5	1	26	5	5	-5	3	3
CC(=O)CSc1ccc(-c2nc3cc(C)c(C)cc3[nH]2)cn1	8	3	0	7	7	2	1	6	-3
COc1ccccc1C(=O)NCC(=O)N1CCN(c2ncccn2)CC1	3	11	-2	5	3	/	-5	4	0
COc1ccc(N2CCN(S(=O)(=O)c3cc(C)ccc3OC)CC2)cc1	2	-4	3	15	3	9	-1	5	5
Cc1ccc(NC(=O)C2CCCN2C(=O)c2cccs2)cc1C (centres undefined)	-1	1	4	6	1	/	-3	0	-1

Next part
smiles	PAFAH1B2 inh	PAFAH1B3 FP inh	PAFAH2 inh	PREPL inh	pPAFAH FP inh	GSTO1 counter	PAD4 FP inh	LYPLA2 inh	LYPLA1 counter
COc1ccc(Cc2nnc(NC(=O)Cc3cccs3)s2)cc1OC	0	10	15	-17	36*	37*	-6	-8	-3
N/C(=N\S(=O)(=O)c1ccccc1)c1ccc([N+](=O)[O-])cc1	0	-10	-2	6	-1	4	4	0	4
O=C(C[n+]1ccc(/C=N/O)cc1)NCc1ccccc1	-2	-7	-10	4	4	12	-3	0	1
O=C(NCC1CCCO1)C1CCN(C2CCN(C(=O)Cc3ccsc3)CC2)CC1 (centres undefined)	1	-7	3	-3	0	9	5	6	3
CCC(C)N(NC(C)=O)c1nc(Cl)nc(NC(C)(C)C)n1 (centres undefined)	2	5	-2	15	2	9	0	7	1
O=C(Cc1ccccc1)NNc1c2ccccc2nc2ccccc12	9	5	6	2	5	5	0	1	-3
CN(C)c1ccc(/C=N/NC(=S)NCc2ccco2)cc1	8	4	10	22	9	5	2	0	-2
O=C(COC(=O)CCN1C(=O)c2cccc([N+](=O)[O-])c2C1=O)NC1CCS(=O)(=O)C1 (centres undefined)	-4	-3	-3	1	-3	2	1	3	-1
O=C(CCC1CCCN(Cc2ccc3c(c2)CCO3)C1)NCc1ccc(F)c(F)c1 (centres undefined)	1	-3	7	11	3	3	-3	7	0
Cc1ccc(SCC(=O)N2CCOCC2)cc1	8	3	-16	1	3	-2	1	1	1
COC(=O)COc1cccc2c(=O)n(CC(=O)NCCc3ccc(OC)c(OC)c3)ccc12	4	-3	-6	1	6	3	4	2	0
COc1ccccc1NC1=C(Cl)C(=O)N(c2ccccc2)C1=O	1	13	0	-3	6	12	-4	0	0
O=C(CCC(=O)NNC(=O)c1ccc(Cl)cc1Cl)NCc1ccccc1	2	2	-11	-3	-2	/	5	0	-4
NC(=O)COC(=O)c1oc2ccccc2c1CSc1ccc(Cl)cc1	10	7	-2	1	3	4	-2	-2	-1
CCOC(=O)N1CCN(C(c2ccc(F)cc2)c2sc3nc(C)nn3c2O)CC1 (centres undefined)	8	2	-6	-13	0	1	3	8	1
CCN(CC(=O)Nc1c(F)cccc1F)C(=O)/C=C/c1ccc(C)o1	3	6	-4	7	-2	-3	-4	2	-1
COc1ccc(CNC(=O)C(=O)NCc2ccncc2)cc1	4	5	-6	6	-3	0	-6	-5	3
Cc1cccc(/C=N/Nc2cc(N3CCOCC3)nc(N3CCOCC3)n2)c1	3	2	-2	6	10	9	-17	7	6
O=C(Nc1cc(S(=O)(=O)N2CCOCC2)ccc1N1CCCC1)c1ccc(F)cc1	9	12	-3	18	-3	/	2	3	1
